From PubChem
D2 antagonist = antagonists of human D2 dopamine receptor; HEK293 TREx D2 cells, calcium flux, dopamine EC80; inhibition, % at 10 µM; 340,000 compounds, 2% hits; AID 485344; in the data active = inhibition above about 30%; note: 0% is about no effect
Target sequence (P14416 whole entry, looked up): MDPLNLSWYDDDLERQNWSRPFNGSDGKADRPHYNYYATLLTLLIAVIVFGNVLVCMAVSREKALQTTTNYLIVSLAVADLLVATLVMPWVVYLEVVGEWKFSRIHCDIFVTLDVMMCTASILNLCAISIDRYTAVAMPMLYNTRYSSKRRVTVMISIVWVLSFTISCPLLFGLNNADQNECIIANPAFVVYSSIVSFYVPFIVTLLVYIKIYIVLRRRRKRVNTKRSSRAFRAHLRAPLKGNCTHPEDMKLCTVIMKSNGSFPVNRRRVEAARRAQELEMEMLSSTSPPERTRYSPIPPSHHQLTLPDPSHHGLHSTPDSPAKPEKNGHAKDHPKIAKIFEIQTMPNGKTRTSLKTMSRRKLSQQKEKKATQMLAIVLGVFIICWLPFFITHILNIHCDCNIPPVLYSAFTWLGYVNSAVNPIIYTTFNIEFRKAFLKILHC
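Calcium flux kinetic readout in an inducible HEK293 TREx D2 line plated overnight at 30 C. After 180 s compound exposure, an EC80 dopamine challenge follows with another 180 s kinetic read to detect antagonism.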
D2 potentiator = positively modulates the human D2 dopamine receptor allosterically | AID 485347 | potentiation, % at 10 µM | 340,000 compounds, 0.34% hits | HEK293 T-REx D2, calcium flux, EC20 dopamine potentiation | P14416;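 active = potentiation over 3 SD above the plate norm, cut at about 30% in these data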; note: 0% is about no effect
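Tetracycline-induced Hek293 Trex D2 cells, force-coupled to calcium, loaded with no-wash calcium dye. Compound added with 180 s kinetic read for agonism, then EC20 dopamine and a further 180 s read for potentiation.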
RXFP1 antag = antagonists of human relaxin receptor RXFP1; AID 1259400; activity change, negative = inhibition, % at 57.5 µM; Q9HBX9; 350,000 compounds, 0.59% hits; HEK293-RXFP1, relaxin-stimulated cAMP HTRF, 30 min; hits give low values;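 active = activity change of -60% or lower, but not beyond a set lower limit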; note: % is set by controls: 0 for no effect and ±100 for the full control effect
D1 antag = blocks dopamine activation of the human D1 receptor; P21728; HEK293 TREx D1 cells, calcium flux, dopamine EC80; hits give low values; activity change, negative = inhibition, % at 10 µM; 360,000 compounds, 3.2% hits; AID 504652; in the data active = activity change below about -30%; note: % is set by controls: 0 for no effect and ±100 for the full control effect
Target sequence (P21728 whole entry, looked up): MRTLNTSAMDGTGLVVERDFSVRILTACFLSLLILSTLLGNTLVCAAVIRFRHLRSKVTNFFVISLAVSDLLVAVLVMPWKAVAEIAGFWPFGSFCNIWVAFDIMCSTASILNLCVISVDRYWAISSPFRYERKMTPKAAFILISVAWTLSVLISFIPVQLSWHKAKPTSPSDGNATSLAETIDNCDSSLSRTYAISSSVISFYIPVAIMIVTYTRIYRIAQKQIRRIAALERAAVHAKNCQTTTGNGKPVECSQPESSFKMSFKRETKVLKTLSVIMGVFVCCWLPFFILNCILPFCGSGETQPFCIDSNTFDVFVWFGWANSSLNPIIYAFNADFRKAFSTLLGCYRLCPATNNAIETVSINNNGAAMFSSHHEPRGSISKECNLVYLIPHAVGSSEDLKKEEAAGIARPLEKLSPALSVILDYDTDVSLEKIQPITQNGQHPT
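HEK293 T-REx cells expressing inducible, force-coupled D1 receptor; no-wash Ca dye, 30–90 min RT. Cmpd → 180 s read at 1 Hz → EC80 DA → 180 s read.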
D1 potentiator = human D1 dopamine receptor positive modulation | P21728 | HEK293 TREx D1 cells, calcium flux, dopamine EC20 potentiation | potentiation, % at 10 µM | 360,000 compounds, 0.036% hits; in the data active = potentiation above about 30%; note: 0% is about no effect
D2 ag = activates the human D2 dopamine receptor; activation, % at 2 µM; 340,000 compounds, 0.53% hits; HEK293 T-REx D2 cells, calcium flux agonist mode; P14416;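 active = activation over 3 SD above normal in the single-dose calcium agonist read, cut at about 30% in these data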; note: 0% is about no effect
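In this primary screen, compounds producing a positive calcium signal within 180 s of addition to tetracycline-induced, force-coupled HEK293 Trex D2 cells are flagged; cells are dye-loaded with a no-wash calcium kit beforehand.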
RXFP1 ag = RXFP1 (human) receptor agonism; HEK293T-RXFP1 cAMP TR-FRET, 30 min; response scale: percent of porcine relaxin response, buffer zero; Q9HBX9; 370,000 compounds, 0.3% hits; Potency, µM (doses to about 57.5 µM), for the others: at the highest dose activation, usual class: activators; active = well fitted activation curve with a large enough effect; note: potency is the fitted concentration of half-maximal effect; % is set by controls: 0 for no effect and ±100 for the full control effect; nearly all actives have a fitted effect of over 60% in size; many of its hits are not listed in these tables
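cAMP rise read by TR-FRET after 30 min, 37C compound exposure (up to 58 uM) in RXFP1-transfected HEK293 cells with Ro 20174 present. EC50 from Hill-equation fits, with 29 nM porcine relaxin as 100% and buffer as basal.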
D1 agonist = activates the human D1 dopamine receptor. P21728. HEK293 T-REx D1 cells, calcium flux, agonist mode. activation, % at 2 µM. 360,000 compounds, 1% hits; in the data active = activation above about 30%; note: 0% is about no effect
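Tetracycline-induced HEK293 TREx D1 cells, force-coupled to calcium signalling, were dye-loaded with a no-wash calcium kit. Compound was pin-added after a 10 s baseline. Fluorescence was read kinetically at 1 cycle/s for 180 s, with calcium rises flagged as agonism.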
TRHR enhancer = allosteric enhancers of human TRH receptor; P34981; TRHR cells, fluo-8 calcium fluorescence, EC20 TRH enhancement; enhancement, % at 2 µM; 360,000 compounds, 0.66% hits; AID 493056; in the data active = enhancement above about 30%; note: 0% is about no effect
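TRHR-expressing cells loaded with fluo-8 calcium dye were read kinetically (ex 480/em 530) during compound addition, then stimulated with an EC20 of TRH (10 nM final). Enhancement of the Gq-mediated intracellular calcium response was scored.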
An asterisk follows results filed as active; nt = no result given; & = joins results of further samples. A portion of the library. The share of hits here may be higher or lower than overall.

SMILES	D2 antagonist	D2 potentiator	RXFP1 antag	D1 antag	D1 potentiator	D2 ag	RXFP1 ag	D1 agonist	TRHR enhancer
CC[C@]1(c2ccccc2)C(=O)N(C(=O)OC)N1C(=O)OC	24	-1	nt	0	-1	-0.1	-1.0%	3	-4
COC(=O)C1=C(CN2CCSCC2)NC(=O)NC1c1cc(C)ccc1C (configuration not stated)	-8	6	-5	-6	-3	0.2	0.0%	0	-6
CCOC(=O)N1CCC(Nc2cc(C)nc3c(-c4ccccc4OC)c(C)nn23)CC1	12	6	nt	33	3	-2.2	0.4%	-2	4
Cc1ccc(NC(=O)Cn2cnc3c(=O)n(C)c(=O)n(C)c32)c(C)c1	nt	nt	-7	-3	-3	nt	25%	2	-5
COc1ccccc1N1CCN(C(=O)CSc2nnc(NC(=O)C3CCC3)s2)CC1	-4	-4	4	6	-2	0.5	0.0%	1	-2
CCCOc1nc(SCCC)nc2c1cnn2-c1ccccc1	-22	15	-20	19	-3	1.2	2.7%	5	9
COc1ccc(NC2=NC(=S)N(c3cccc(C)c3)C23CCCCC3)cc1	0	-3	-14	-12	-4	0.9	-2.5%	2	-1
COCCNS(=O)(=O)c1ccc2c(c1)C(=O)c1cc(S(=O)(=O)NCCOC)ccc1-2	4	3	-11	6	-1	0.3	3.2%	1	4
COc1ccc(-c2cc(C(F)(F)F)n3nc(C(=O)NCC45CC6CC(CC(C6)C4)C5)cc3n2)cc1OC	nt	23	nt	18	-1	-1.1	-0.8%	0	1
O=S(=O)(Nc1ccc(Cl)c(Cl)c1)N1CCOCC1	nt	nt	-3	5	-3	nt	1.2%	2	0
CCOCCCNC(=O)C(NC(=O)c1ccccc1O)c1ccccc1 (configuration not stated)	17	3	-4	11	-3	0.1	0.7%	0	-5
COc1ccc(N(CC(=O)NC2CCCCCC2)S(=O)(=O)c2ccc(C)cc2)cc1OC	-6	7	-3	5	1	0.0	1.2%	0	21
CCn1cc(C(=O)NCCN(C)CCc2ccccc2)c(=O)c2cc(S(=O)(=O)N(C)C)ccc21	3	5	8	-12	-9	-1.8	0.6%	2	28
Cc1ccccc1C(=O)NNC(=S)NC(=O)c1ccc(Cl)cc1Cl	31*	-15	-12	-52*	16	46*	0.5%	158*	-5
Cc1ccc(C2Nc3ccccc3-n3c(-c4ccccc4)c4c(=O)n(C)c(=O)n(C)c4c32)cc1 (configuration not stated)	nt	9	-3	-7	-3	-0.8	6.1%	2	4
CCC(C)(C)c1ccc(OCCCC[n+]2ccc(C)cc2)c(C(C)(C)CC)c1	-16	12	-23	-25	-8	0.1	-1.2%	127*	4
O=C(Cn1c(=O)n(-c2ccccc2)c(=O)c2sc3ccccc3c21)N1CCCC1	nt	6	nt	10	3	-0.4	6.7%	-1	-3
O=[N+]([O-])c1ccc(NC(=S)NCc2ccc(F)cc2)cc1	8	-3	-10	-35*	-5	0.2	-1.6%	21	2
COc1ccc(CNC(=O)c2sc3nc4n(c(=O)c3c2C)CCCCC4)cc1	nt	5	-5	-5	-3	4.1	11%	50*	0
Cc1ccc(NC(=O)N/C=C/c2ccco2)c(C)c1	6	-3	14	-18	-3	-0.5	1.0%	3	-3

6 compounds from above, showing only D2 ag, D1 antag and TRHR enhancer.
SMILES | D2 ag | D1 antag | TRHR enhancer
CCn1cc(C(=O)NCCN(C)CCc2ccccc2)c(=O)c2cc(S(=O)(=O)N(C)C)ccc21 | -1.8 | -12 | 28
COc1ccc(N(CC(=O)NC2CCCCCC2)S(=O)(=O)c2ccc(C)cc2)cc1OC | 0.0 | 5 | 21
O=[N+]([O-])c1ccc(NC(=S)NCc2ccc(F)cc2)cc1 | 0.2 | -35* | 2
CCC(C)(C)c1ccc(OCCCC[n+]2ccc(C)cc2)c(C(C)(C)CC)c1 | 0.1 | -25 | 4
CCOCCCNC(=O)C(NC(=O)c1ccccc1O)c1ccccc1 (configuration not stated) | 0.1 | 11 | -5
O=C(Cn1c(=O)n(-c2ccccc2)c(=O)c2sc3ccccc3c21)N1CCCC1 | -0.4 | 10 | -3

Going on with the list.
SMILES	D2 antagonist	D2 potentiator	RXFP1 antag	D1 antag	D1 potentiator	D2 ag	RXFP1 ag	D1 agonist	TRHR enhancer
c1nc(N2CCC3(CC2)OCCO3)c2c3c(sc2n1)CCCC3	5	0	-10	-15	-5	0.3	4.4%	3	2
O=C(c1cccs1)N1CCN(S(=O)(=O)c2ccc(F)cc2)CC1	-34	1	-1	-8	10	0.2	1.2%	1	-7
CCN(CC)CC(O)COC(c1ccccc1)c1ccccc1 (configuration not stated)	20	6	-6	6	0	0.1	7.0%	9	-12
CCCCn1c(=O)[nH]c(=O)c2c1nc(COC(=O)c1c(C)noc1C)n2CCC	2	-2	-11	1	-1	-0.2	0.2%	0	-2
CCN(CC)CCNC(=S)Nc1ccc(F)cc1	24	-1	-6	3	-8	-0.1	1.3%	6	-4
O=S(=O)(NC(=NCCc1ccc(Cl)cc1)c1ccccc1Cl)c1cccs1	nt	nt	-1	0	-4	nt	1.0%	2	1
COCCCNC(=O)c1ccc(C2SCC(=O)N2Cc2ccco2)cc1 (configuration not stated)	-1	8	-19	-6	3	1.2	-2.5%	5	-2
CC1Oc2ccccc2N(CC(=O)NC2CCCCC2)C1=O (configuration not stated)	-3	5	-3	7	-4	0.7	1.6%	0	-1
COC(=O)Cc1c(C)nc2nc(Cc3ccccc3)[nH]n2c1=O	-7	1	-7	13	1	-0.1	2.6%	-1	2
COc1ccc(S(=O)(=O)N2CC(C(=O)O)Oc3ccccc32)cc1 (configuration not stated)	11	-4	-8	7	8	0.0	0.2%	2	16
N#Cc1cc([N+](=O)[O-])ccc1NCC1CCCO1 (configuration not stated)	7	-6	6	-19	-3	1.4	-0.3%	0	1
Cc1ccc(/C=C/S(=O)(=O)NCC(=O)OCC(=O)Nc2ccc(C(N)=O)cc2)cc1	-10	12	5	-17	-2	-0.6	1.7%	3	0
COc1ccc(N2CC(C(=O)Nc3cccnc3)CC2=O)cc1 (configuration not stated)	22	3	-14	-8	-5	-1.3	-2.4%	3	-9
Cc1ccccc1NS(=O)(=O)c1nnc(NC(=O)c2ccc(Cl)cc2)s1	1	8&-3	-12	-9&7	1&-4	0.9&-1.7	-0.3%&0.6%	0&8	-1&0
CC(C)C1OC(c2cccc(NC(=O)c3cccs3)c2)OCC1(C)C (configuration not stated)	-14	-9	-11	-25	-3	0.8	0.2%	11	-3
Cc1ccc(Cn2c(=O)n(Cc3ccccc3Cl)c(=O)c3ccccc32)cc1	nt	-6	-3	6	0	-0.5	2.0%	3	-9
CCC(=O)c1ccc(OC(=O)Cc2ccc(OC)cc2)cc1	16	4	-113*	-33*	-9	-0.2	-0.8%	2	38*
CCOC(=O)CCc1c(C)nc2cc(-c3cc(OC)cc(OC)c3)[nH]n2c1=O	nt	nt	nt	1	0	7.0	6.1%	0	1
CN1/C(=C/C(=O)CSc2ccccc2C(=O)O)C(C)(C)c2ccccc21	3	2	-1	4	9	-0.4	3.9%	9	-3
CCCN(CC1CCCO1)C(=O)CCc1nnc(-c2cc(C)on2)o1 (configuration not stated)	0	3	4	6	-5	0.8	0.7%	1	4
O=C(Nc1ccc(Br)cc1)C1CCCN(C2=NS(=O)(=O)c3ccccc32)C1 (configuration not stated)	8	-6	-1	-13	1	-0.2	0.5%	2	7
Cc1ccccc1CN1CCN(S(=O)(=O)c2ccc(Cl)s2)CC1	2	-5	-13	-5	-4	3.1	0.6%	10	3
CCOC(=O)C1=C(C)N(c2ccccc2)C(=O)/C1=C\c1cccs1	-8	6	nt	11	2	0.2	0.1%	3	6
O=C(OCc1ccc(Br)cc1)c1cnc(Cl)c(Cl)c1	-5	-1	-18	2	nt	-4.5	5.0%	11	-14
Cc1cccc(C(=O)NNC(=O)c2ccc(NC(=O)C(C)(C)C)cc2)c1	nt	10	-2	-19	-9	nt	13%	5	0
Cc1ccc(NC(=O)C2CCCN(c3nc4ccccc4s3)C2)c(C)c1 (configuration not stated)	nt	-1	-16	-4	0	-1.1	-0.3%	0	11
O=C(O)Cc1ccc2ocnc2c1	-8	12	-7	21	-4	-0.5	0.8%	4	13
CCCOc1nc(N)c(C#N)c(-c2ccccc2F)c1C#N	1	15	-11	-2	-7	0.1	-0.4%	11	-1
NS(=O)(=O)c1cccc(NC(=O)COC(=O)CCSc2ccccc2)c1	5	-3	-1	-6	1	-1.0	2.3%	2	-6
CCOC(=O)c1ccc(NC(=O)CSc2nc3c(c(=O)n2CC)SC(C)C3)cc1 (configuration not stated)	2	16	-9	-6	-6	-0.8	1.2%	0	-3
CCN1CCN(C(CC(C)C)c2nnnn2CS(=O)(=O)c2ccc(C)cc2)CC1 (configuration not stated)	15	-4	-10	8	-3	0.5	0.8%	6	-10
O=C(CCS(=O)(=O)c1ccccc1)Nc1nc2ccc(F)cc2s1	-15	-2	-18	-19	-5	-0.1	4.2%	4	-1
CCc1ccc(CNC(=O)c2cc(-c3ccc(Cl)s3)nc3ccccc23)cc1	nt	10	-3	14	2	nt	12%	0	-4
N#Cc1cccc(S(=O)(=O)N2CCN(c3ccnc4cc(Cl)ccc34)CC2)c1	-22	0	-3	9	-3	0.6	-3.1%	4	0
CCC1(c2ccccc2)NC(=S)N(c2cccc(C)c2C)N1 (configuration not stated)	-12	3	6	-12	-1	0.9	0.0%	1	-1
CCC(=O)Nc1ccc2c(c1)C(=O)N(C1CCCCC1)C2=O	-28	17	-5	14	-2	0.1	-1.2%	4	7
O=C1OCCC1Sc1nnc(-c2ccc(Cl)cc2)n1Cc1ccccc1 (configuration not stated)	8	-11	-24	6	4	-0.2	1.4%	1	-10
O=C(Nc1cc(Cl)ccc1N1CCOCC1)c1cnccn1	15	-4	8	9	2	0.0	0.9%	-2	-6
NC(=O)CCCSc1nc2ccccc2[nH]1	-9	-8	1	10	-3	4.6	-0.1%	1	-4
O=C(CCS(=O)(=O)c1ccccc1)Nc1nc2c(s1)CCCC2	-10	26	-3	0	nt	-1.5	-0.8%	11	10
Cc1cc(C(=O)NC2Cc3ccccc3C2)c(C)o1	2	1	9	2	-3	-2.5	-0.2%	-1	-4
COc1ccc(OC)c(NC(=O)CCc2c(C)nc3c(c(C)nn3C(C)(C)C)c2C)c1	nt	-3	nt	-42*	-3	2.2	-1.7%	-1	0
COc1ccc(Cn2nnnc2C(c2cccs2)N2CCOCC2)cc1 (configuration not stated)	17	-11	8	-1	3	0.0	0.3%	1	-7
CCN(Cc1ccc(OC)cc1)c1ccc(-c2nc(-c3ccncc3)no2)cc1[N+](=O)[O-]	nt	6	nt	4	5	-1.7	5.4%	27	1
COc1ccc(Br)cc1CNc1ccccc1	7	-10	-8	8	1	0.7	-0.3%	2	-5

In the list so far, these contain a tert-butyl group.
SMILES	D2 antagonist	D2 potentiator	RXFP1 antag	D1 antag	D1 potentiator	D2 ag	RXFP1 ag	D1 agonist	TRHR enhancer
Cc1cccc(C(=O)NNC(=O)c2ccc(NC(=O)C(C)(C)C)cc2)c1	nt	10	-2	-19	-9	nt	13%	5	0
COc1ccc(OC)c(NC(=O)CCc2c(C)nc3c(c(C)nn3C(C)(C)C)c2C)c1	nt	-3	nt	-42*	-3	2.2	-1.7%	-1	0
